Assay outcomes from PubChem BioAssay.
bIAP inh: intestinal alkaline phosphatase (bovine) inhibition. 190,000 tested, under 10 active. purified bovine IAP, CDP-star luminescence, 30 min. AID 1019. inhibition, % at 20 µM;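 active means over 50% inhibition of intestinal alkaline phosphatase at 20 µM in the single-dose screen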
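System: Purified bovine intestinal alkaline phosphatase (IAP) enzyme | Input: IAP diluted 1/65,000,000 in the well | Also added: CDP-star chemiluminescent phosphatase substrate, 30 µM final | Dosing: 20 µM single dose | Times: Enzyme reaction for 30 min at room temperature | Detection: Luminescence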
bIAP act: intestinal alkaline phosphatase (bovine) activation; activation factor at 20 µM; purified bovine IAP, CDP-star luminescence, 30 min; active compounds read high; fold of DMSO-control signal, blank-subtracted; hit rate 0.17% among 200,000;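 active means activation factor of 2 or more at 20 µM, a signal rise over negative controls twice the positive control's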
FLuc inhib CS: counter-screen for luciferase assay inhibitors: firefly luciferase inhibition; ATPLite firefly luciferase biochemical luminescence, 10 min; inhibition, % at 10 µM; hit rate 1.5% among 200,000;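 active means inhibition above about 50% when tested at 10 µM, limit read from the data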
Target sequence (P08659 whole entry, looked up): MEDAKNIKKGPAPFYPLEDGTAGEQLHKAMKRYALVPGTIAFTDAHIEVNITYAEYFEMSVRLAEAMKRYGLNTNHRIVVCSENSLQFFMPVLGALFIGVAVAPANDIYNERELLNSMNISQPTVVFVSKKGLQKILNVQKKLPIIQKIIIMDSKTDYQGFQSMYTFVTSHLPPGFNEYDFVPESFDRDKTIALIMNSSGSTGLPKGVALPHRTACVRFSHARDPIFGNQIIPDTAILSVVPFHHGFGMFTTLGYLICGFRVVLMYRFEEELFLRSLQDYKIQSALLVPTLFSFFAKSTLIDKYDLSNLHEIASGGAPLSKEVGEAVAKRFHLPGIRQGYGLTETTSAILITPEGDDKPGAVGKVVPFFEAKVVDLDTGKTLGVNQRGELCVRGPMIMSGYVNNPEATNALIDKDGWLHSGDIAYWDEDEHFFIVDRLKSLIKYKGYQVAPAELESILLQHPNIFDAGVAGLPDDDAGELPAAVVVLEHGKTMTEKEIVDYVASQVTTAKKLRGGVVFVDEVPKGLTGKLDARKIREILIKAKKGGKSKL
Lmaj promast: reduces viability of Leishmania major promastigotes; resazurin fluorescence viability; inhibition, % at 10 µM; hit rate 9% among 200,000; in the data active means inhibition above about 50%;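 further: promastigotes grown with compound for 44 hours at 28 °C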
APP 5UTR inh: APP translation inhibition; inhibition, % at 2 µM; SH-SY5Y APP 5'UTR-luciferase reporter, luminescence; hit rate 0.82% among 190,000;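 active means inhibition above a set limit, derived from the sample mean plus 3 SD, cut at about 45% in these data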; further: values of inactives mirror those of a sister screen read the other way
TNAP act hi DEA: activators of human TNAP at high phosphate acceptor concentration; 200,000 tested, under 10 active; activation factor at 20 µM; purified TNAP, CDP-star luminescence, 1 M DEA, 30 min; active compounds read high; 0 = EDTA background, 1 = DMSO-only activity; P05186; AID 1136;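 active means activation factor at least 2 at 20 µM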
Target sequence (P05186 whole entry, looked up): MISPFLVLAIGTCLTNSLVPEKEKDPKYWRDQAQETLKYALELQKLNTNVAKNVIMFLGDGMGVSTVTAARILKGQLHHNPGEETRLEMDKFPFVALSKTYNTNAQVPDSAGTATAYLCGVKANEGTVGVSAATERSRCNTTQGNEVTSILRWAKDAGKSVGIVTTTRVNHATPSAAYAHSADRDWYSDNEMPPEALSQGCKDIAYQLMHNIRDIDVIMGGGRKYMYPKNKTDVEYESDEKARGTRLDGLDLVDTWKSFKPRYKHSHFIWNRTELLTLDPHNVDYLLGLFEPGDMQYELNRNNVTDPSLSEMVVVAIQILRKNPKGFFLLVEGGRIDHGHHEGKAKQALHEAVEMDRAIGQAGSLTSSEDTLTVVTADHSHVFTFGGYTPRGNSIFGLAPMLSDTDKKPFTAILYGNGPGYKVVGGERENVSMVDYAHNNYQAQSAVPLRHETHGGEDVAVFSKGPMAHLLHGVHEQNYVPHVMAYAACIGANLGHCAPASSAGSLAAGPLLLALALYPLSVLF
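Dosing: 20 µM single point. System: human TNAP. Amount: TNAP 1/800 final. Incubation: 30 min, room temperature. Read-out: TNAP activation factor scaled between EDTA and DMSO control wells. Signal: luminescence from CDP-star hydrolysis. Medium: 1 M DEA, pH 9.8, Mg2+, Zn2+. Control set: EDTA negative control, DMSO positive control.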
TNAP inh hi DEA: inhibitors of human TNAP at high phosphate acceptor concentration. inhibition, % at 20 µM. hit rate 0.03% among 200,000. purified TNAP, CDP-star luminescence, 1 M DEA. AID 1135;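 active means over 50% inhibition of tissue-nonspecific alkaline phosphatase at 20 µM in the single-dose screen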;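 further: plate controls were DMSO wells for no effect and EDTA-quenched wells as full inhibition for full effect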
RAM inhibit: yeast RAM network inhibition. S. cerevisiae dse1pr::URA3 reporter, 5-FOA growth OD615, 2 d; analog-sensitive cbk1-as2 kinase mutant strain. inhibition, % at 50 µM. hit rate 1.8% among 190,000;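 active means inhibition above a set limit, 3 SD over mean compound inhibition, cut at about 8.4% in these data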;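 further: 0% = DMSO-only wells with no growth and 100% = 10 µM 1-NA-PP1 full growth; inhibition rescues growth on 5-FOA so higher OD means more RAM inhibition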
TNAP inh noacc: blocks human TNAP activity with no phosphate acceptor present. AID 1012. hit rate 0.26% among 200,000. purified TNAP, CDP-star luminescence, 30 min. inhibition, % at 20 µM;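 active means tissue-nonspecific alkaline phosphatase inhibition above about 50% at 20 µM in the single-dose screen, limit read from the data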;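 further: 0% = DMSO negative control and 100% = EDTA positive control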
FLuc stim CS: firefly luciferase counter-screen for stimulation assays; P08659; ATPlite luciferase biochemical, luminescence, 10 min; 0 = ATP-free wells, 1 = DMSO control; activation factor at 10 µM; 200,000 tested, under 10 active; AID 1027;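 active means luciferase activation factor, scaled between plate controls, of at least 2 with compound at 10 µM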
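test system = cell-free luciferase reagent | medium = PBS as buffer for the ATP substrate | dosing = test compounds dosed from 2 mM stocks in 100% DMSO | incubation = 10 min at ambient temperature | detection = luminescence measurement of luciferase light output | benchmarks = low control with PBS replacing ATP, high control enzyme plus ATP without compound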
The depositor's hits bear a star; / = not tested or not shown.

SMILES	bIAP inh	bIAP act	FLuc inhib CS	Lmaj promast	APP 5UTR inh	TNAP act hi DEA	TNAP inh hi DEA	RAM inhibit	TNAP inh noacc	FLuc stim CS
OCCN(CCO)CC(O)Cn1c2ccccc2c2ccccc21 (stereo not given)	0	1	-5	3	2	1.1	-10	-0.8	2	1
O=C(Nc1cccc(-c2nc3cc(Cl)ccc3o2)c1)C1CCCO1 (stereo not given)	-2	1	3	-4	-20	0.9	6	0.3	0	1
CCCCNC(=O)N(O)C1N(CCCC)C(=O)N(CC(=O)OC)C1(C)C (stereo not given)	-3	1	-6	0	-10	1	1	0.1	-4	1.1
COC(=O)C1CCN(C(=O)COc2ccc(Cl)cc2)CC1	4	1	-2	-6	-10	1	-2	-0.8	2	1
CCN(CC)C1=CC2=CC(=C(C#N)C#N)CCC2CC1 (stereo not given)	-9	1.1	0	-7	23	0.7	34	5.6	2	1
O=C(NN1C(=O)c2cc(Br)ccc2NC1c1cc(Br)cc(Br)c1O)c1ccncc1 (stereo not given)	11	0.9	1	-6	4	1	-5	-1.2	-188	1
CCOC(=O)c1ccc(NC(=O)COc2ccc(-n3cnnn3)cc2)cc1	-1	1	6	-5	-6	1	4	0.1	-5	0.9
CCc1c(C)nc(SCCOc2ccc(OC)cc2)[nH]c1=O	6	0.9	-6	-13	2	1.1	-8	1.0	-20	1.1
COC(=O)c1ccccc1NC(=O)Cn1ccnc1	3	1	3	-7	-17	1	1	1.8	-7	1
CC(=O)c1c(C)[nH]c(C(=O)Nc2ccc(C)cn2)c1C	41	0.6	88*	-1	-58	1.1	-6	2.5	-14	0.1
O=C(Cc1cccs1)N1CCCC(c2nc(-c3ccc(S(=O)(=O)N4CCCC4)cc3)no2)C1 (stereo not given)	-7	1.1	-8	95*	1	1.1	-7	3.1	-8	1.1
CC(=O)OCc1c(C(F)(F)F)nn(C)c1SCc1ccc(Cl)cc1	14	0.9	-2	-3	14	1.1	-11	0.9	-10	1
CCOC(=O)Cn1c2c(c(=N)c3c1CCC3)CCC2	4	1	-2	2	6	1.1	-11	1.4	-2	1
C(=N\N1CCOCC1)/c1cn(-c2ccccc2)nc1-c1ccccc1	-11	1.1	6	16	-3	1.1	-6	1.3	-3	0.9
O=c1[nH][nH]c(C(F)(F)F)c1C=Nc1ccccc1Cl	-1	1	0	-4	0	1.1	-6	-0.1	18	1
CCCN1CCN(C(=O)c2cccc3c2C(=O)N(CCOC)C3)CC1	5	0.9	-7	-4	4	1.1	-6	0.2	-12	1.1
COc1ccc2c(c1)C1=NN(/C(C)=C\C(C)=O)C(c3ccccc3)C1CC2 (stereo not given)	13	0.9	-5	13	-32	1	-3	7.7	42	1
COc1cc(/C=C2/NC(=O)N(Cc3ccccc3F)C2=O)cc(OC)c1OC	14	0.9	-7	16	-4	1	-4	1.3	-12	1.1
CCCCCOc1ccc(CSC(=N)N)cc1[N+](=O)[O-]	/	0.1	-1	100*	-24	0.9	6	2.1	31	1
Cc1ccc(CNC(=O)/C=C/c2c(Cl)cccc2Cl)cc1	10	0.9	-9	45	-15	1	-2	1.0	-4	1.1
Cc1ccc(C(=O)NCC(=O)OCC(=O)c2ccc3c(c2)NC(=O)CO3)cc1C	-3	1	6	-4	0	1	2	1.9	2	0.9
O=C(CSCc1c(F)cccc1Cl)NCc1cccnc1	5	1	-2	32	-17	1	-4	0.0	23	1
Cc1c(NC(=O)CSc2ccc(Cl)cc2)c(=O)n(-c2ccccc2)n1C	-29	1.3	-3	8	21	1	-3	0.1	-11	1
O=C(c1ccc2ccccc2n1)N1CCN(c2ccccc2)CC1	2	1	-1	-9	-8	1.1	-5	1.3	-20	1
CS(=O)(=O)N(CC(=O)Nc1cccc([N+](=O)[O-])c1)c1cccc(F)c1	13	0.9	-7	11	0	1	0	1.3	-2	1.1
O=C(O)C1C2C=CC(C3CC23)C1C(=O)N1CCc2ccccc21 (stereo not given)	12	0.9	-4	3	21	1	-4	-1.2	-14	1
CCCNS(=O)(=O)c1ccc(OC)c(Cl)c1Cl	18	0.8	-6	12	4	1	-2	-0.8	-11	1.1
O=C(NC(=S)Nc1ccc(NC(=O)c2cccs2)cc1)c1ccco1	14	0.9	-16	32	-16	1	0	1.2	5	1.2
NS(=O)(=O)c1cccc(NC(=O)Cc2ccc(Cl)c(Cl)c2)c1	9	0.9	1	5	-19	0.8	22	0.0	9	1
CC(=O)NS(=O)(=O)c1ccc(NC(=O)/C=C/c2cn(-c3ccccc3)nc2-c2ccccc2)cc1	12	0.9	-11	-5	-2	1.1	-5	5.3	-10	1.1

3 entries from above, sorted by heavy-atom count, lowest first.
SMILES	bIAP inh	bIAP act	FLuc inhib CS	Lmaj promast	APP 5UTR inh	TNAP act hi DEA	TNAP inh hi DEA	RAM inhibit	TNAP inh noacc	FLuc stim CS
O=C(CSCc1c(F)cccc1Cl)NCc1cccnc1	5	1	-2	32	-17	1	-4	0.0	23	1
O=C(O)C1C2C=CC(C3CC23)C1C(=O)N1CCc2ccccc21 (stereo not given)	12	0.9	-4	3	21	1	-4	-1.2	-14	1
Cc1c(NC(=O)CSc2ccc(Cl)cc2)c(=O)n(-c2ccccc2)n1C	-29	1.3	-3	8	21	1	-3	0.1	-11	1

Additional results follow:
SMILES	bIAP inh	bIAP act	FLuc inhib CS	Lmaj promast	APP 5UTR inh	TNAP act hi DEA	TNAP inh hi DEA	RAM inhibit	TNAP inh noacc	FLuc stim CS
COC(F)(C(=O)Nc1ccc2c(c1)C(=O)NC2=O)C(F)(F)F (stereo not given)	5	0.9	-7	-6	-5	1.1	-6	-0.3	-12	1.1
c1ccc2nc(N3CCN(Cc4ccc5c(c4)OCO5)CC3)cnc2c1	-1	1	-4	2	8	1	-1	1.5	-4	1
COc1ccc2c(c1)CCCC21NC(=O)NC1=O (stereo not given)	4	1	-8	5	-1	1	-5	1.4	-13	1.1
CC(C)C(OC(=O)c1cccs1)C(=O)NCc1ccc2c(c1)OCO2 (stereo not given)	10	0.9	-6	4	-21	1	-2	3.9	3	1.1
CC(=O)NC(CC(=O)Nc1ccc(S(=O)(=O)N2CCCC2)cc1)c1ccccc1 (stereo not given)	-7	1.1	-1	-2	3	1	-3	4.2	-12	1
COc1ccc(C(=O)N2CCn3c2nc2ccccc23)cc1	0	1	8	0	-17	1	-1	0.7	-8	0.9
COc1cccc(OCCNc2cc(Cl)ccc2[N+](=O)[O-])c1	/	0.4	0	3	-10	0.9	9	6.2	-1	1
COc1c(Br)cc2c(C)c(C(=O)O)oc2c1Br	14	0.9	-2	-5	10	1	-4	2.4	-8	1
O=C1C(Cl)=C(N2CCCCC2)C(=O)N1c1ccccc1Cl	9	0.9	-4	-3	-6	1	0	0.5	-6	1
COCCCn1c(-c2ccsc2)nc2c1c(=O)[nH]c(=O)n2Cc1ccccc1	0	1	-4	6	4	1.1	-6	5.6	-4	1
COc1ccccc1C(CCN(Cc1cccs1)C(C)=O)c1ccco1 (stereo not given)	-2	1	-4	8	-5	1	-5	2.7	-7	1
CCOC(=O)N1CC=C2C(C#N)=C(N)C(C#N)(C#N)[C@H](c3ccc(OC(C)C)c(OCC)c3)[C@H]2C1	-15	1.1	-6	-5	6	1	-3	2.6	-1	1.1
COc1ccc(/C=C/C(=O)NC(C)(C)C)cc1S(=O)(=O)N1CCOCC1	-34	1.3	-5	0	2	1	-2	0.7	-11	1.1
CC(=O)NCCC(=O)Nc1cc(F)ccc1C	9	0.9	-7	-5	-2	1	-4	0.9	-20	1.1
O=C(O)c1ccc(CSc2nc(-c3ccc(Cl)cc3)cc(C(F)(F)F)n2)cc1	4	1	-5	-3	-12	1	-2	0.4	-6	1
CC1=NN(c2ccccc2)C(=O)/C1=C\N1CC(C)OC(C)C1 (stereo not given)	6	0.9	10	-7	1	1	-2	-0.1	-7	0.9
CN(C)S(=O)(=O)c1cccc(C(=O)Nc2cc(Cl)ccc2O)c1	-2	1	16	-7	-13	1	-4	1.6	-7	0.8
CN(C)S(=O)(=O)c1ccc(Cl)c(NC(=O)CN2CCCCCC2)c1	-5	1	2	4	-18	1	0	1.1	-8	1
CCOC(=O)/C(C#N)=C1/C=Cc2ccccc2N1CC	17	0.8	1	1	-25	1	5	0.5	5	1
COC(=O)c1cc(OC)c(OC)cc1NC(=O)CSc1nnnn1Cc1ccccc1	-4	1	-3	4	-2	1	-3	2.8	-8	1
O=C(COc1ccccc1)Nc1ccccc1Oc1ccccc1	6	0.9	-7	3	-3	1	-1	1.7	-17	1.1
COC(=O)C1=C(C)NC(=O)C1(NC(=O)CN1CCCC1=O)C(F)(F)F (stereo not given)	-4	1	-1	-4	-3	1	-4	-0.6	-8	1
O=C(Nc1ccc2oc(-c3ccccc3F)nc2c1)c1ccc2c(c1)OCCO2	1	1	4	66*	-25	1	-3	2.2	-5	1
COc1ccc(S(=O)(=O)N2CCOCC2)cc1NC(=O)CN(C)Cc1c(F)cccc1Cl	-17	1.2	4	19	-13	1	-1	1.2	0	1
O=C(/C=C/c1ccccc1)NC(NC(=S)Nc1cc(Cl)ccc1Cl)C(Cl)(Cl)Cl (stereo not given)	13	0.9	0	99*	-7	1	4	1.3	6	1
Cc1cc(NC(=O)c2cc3nc4c(c(C(F)(F)F)n3n2)CCc2ccccc2-4)no1	1	1	-2	/	/	1	-1	/	-10	1
CCN(CC(=O)NC1CCS(=O)(=O)C1)S(=O)(=O)c1ccc(F)cc1 (stereo not given)	4	1	-2	-1	7	1	-3	1.2	0	1
Cc1csc2ncc(C(=O)Nc3ccc4c(c3)OCCO4)c(=O)n12	-4	1	14	/	/	1	1	/	-7	0.9
S=C(Nc1ccccc1)Nc1ccc(OCc2ccc(Cl)cc2Cl)cc1	36	0.6	-5	18	70*	1	-3	1.6	-22	1.1
CCc1ccccc1N(C(=O)Cn1nnc2ccccc21)C(C(=O)NCCOC)c1ccco1 (stereo not given)	-5	1	-5	-2	-3	1	-2	3.2	-9	1
COc1ccc(NS(=O)(=O)c2ccc(NS(=O)(=O)c3ccc(C)cc3)cc2)nn1	-1	1	-4	-10	-11	1	0	3.3	-7	1
N#C/C(=C\c1ccc([N+](=O)[O-])cc1)c1ccccn1	12	0.9	20	41	-25	1	0	3.4	-7	0.8
COc1ccccc1S(=O)(=O)Cc1ccc(C(=O)NCc2cccnc2)o1	6	0.9	-10	-6	8	1.1	-10	1.5	-1	1.1
Cc1onc(-c2ccccc2Cl)c1C(=O)Nc1nnc(-c2cccc([N+](=O)[O-])c2)s1	6	0.9	-3	0	0	1.1	-8	3.4	7	1
COc1ccc(Cn2c(C)c(C)c(C#N)c2NC(=O)Nc2ccccc2)cc1	8	0.9	-5	23	1	1.1	-9	6.7	-14	1
S=C(NCCCN1CCOCC1)N1CCN(c2nc(-c3ccccc3)cs2)CC1	-10	1.1	2	83*	1	1.1	-8	0.8	-12	1
CCNS(=O)(=O)c1ccc(S(=O)(=O)N(Cc2ccccn2)C2CCCCC2)cc1	9	0.9	-10	-1	6	1	-4	0.5	-9	1.1
Cc1nn(C)cc1/C=C/C(=O)c1ccccc1	21	0.8	54*	29	-161	1	-4	0.9	-11	0.5

An unsorted share of the library; about 13% have a hit in one of these screens.
